LYPLA1 counter = LYPLA1 inhibitors, primary screen, counter-screen for PME1 inhibitor project, biochemical, fluorescence polarization, FP-Rh probe ABPP. Acyl-protein thioesterase 1 (Homo sapiens), O75608. recombinant LYPLA1. 320,000 compounds, 0.16% hits. inhibition, % at 5.9 µM. AID 2174, 2009;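 active = inhibition above the mean of all tested compounds plus 3 SD, set per campaign, cut at about 14% in these data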;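 also: inhibitors block serine hydrolase probe labeling of LYPLA1 so polarization falls; 0% = enzyme with DMSO and 100% = wells lacking LYPLA1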
PME-1 primary = PME-1 inhibitors via competitive probe labeling, primary screen, biochemical, fluorescence polarization, FP-Rh probe, HTS | 320,000 compounds, 0.53% hits | Protein phosphatase methylesterase 1 (Homo sapiens), Q9Y570 | inhibition, % at 5.9 µM | recombinant PME-1;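 active = inhibition above the campaign mean of all compounds plus 3 SD, cut at about 26% in these data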;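 also: competitive labeling of PME-1 active site by serine hydrolase directed probe; 0% = PME-1 with DMSO and 100% = wells lacking PME-1 enzyme; inhibitors block probe labeling so polarization falls and inhibition rises; many of its hits are not listed in these tables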
Target sequence (Q9Y570 whole entry, looked up): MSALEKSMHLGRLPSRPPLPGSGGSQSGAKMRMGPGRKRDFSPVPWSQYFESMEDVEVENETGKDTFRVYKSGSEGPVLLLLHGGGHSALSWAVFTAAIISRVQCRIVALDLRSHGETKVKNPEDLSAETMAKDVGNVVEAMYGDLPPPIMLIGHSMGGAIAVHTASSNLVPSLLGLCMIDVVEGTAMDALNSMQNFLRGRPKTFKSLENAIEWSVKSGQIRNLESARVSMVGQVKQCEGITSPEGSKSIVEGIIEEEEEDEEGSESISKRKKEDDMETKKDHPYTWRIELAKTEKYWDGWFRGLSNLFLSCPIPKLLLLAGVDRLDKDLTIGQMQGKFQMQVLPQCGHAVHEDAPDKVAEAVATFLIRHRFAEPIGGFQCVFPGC
PAFAH1B2 inh = PAFAH1B2 enzyme inhibitors, primary screen, biochemical, fluorescence polarization, human; recombinant PAFAH1B2, FP-rhodamine activity probe; inhibition, % at 3.39 µM; 340,000 compounds, 1.2% hits; AID 492953, 2010;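 active = inhibition above the mean of all tested compounds plus 3 SD, cut at about 24% in these data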;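 also: 0% = enzyme with DMSO and 100% = wells lacking PAFAH1B2; many of its hits are not listed in these tables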
Target sequence (P68402 whole entry, looked up): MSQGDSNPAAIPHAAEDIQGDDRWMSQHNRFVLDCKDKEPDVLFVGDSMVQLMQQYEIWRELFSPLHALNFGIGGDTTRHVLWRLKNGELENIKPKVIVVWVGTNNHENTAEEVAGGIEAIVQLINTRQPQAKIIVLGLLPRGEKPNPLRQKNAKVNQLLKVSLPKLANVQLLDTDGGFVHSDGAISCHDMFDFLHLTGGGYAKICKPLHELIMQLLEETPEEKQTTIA
pPAFAH FP inh = pPAFAH enzyme inhibitors, primary screen, biochemical, fluorescence polarization, human; 330,000 compounds, 1.5% hits; recombinant pPAFAH, FP-rhodamine probe fluorescence polarization; Platelet-activating factor acetylhydrolase (Homo sapiens), Q13093; inhibition, % at 3.39 µM;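 active = inhibition above the mean inhibition across the screen plus 3 SD, cut at about 25% in these data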;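 also: inhibitors block binding of the rhodamine activity-based probe so polarization drops; 0% = enzyme with DMSO and 100% = wells lacking pPAFAH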
LYPLA2 inh = LYPLA2 inhibitors, primary screen, counter-screen for PME1 inhibitor project, biochemical, fluorescence polarization, FP-Rh probe ABPP; recombinant LYPLA2; inhibition, % at 5.9 µM; 320,000 compounds, 0.38% hits;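 active = inhibition above the screen-wide mean plus 3 SD, limit set per campaign, cut at about 26% in these data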;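 also: 0% = LYPLA2 with DMSO and 100% = wells lacking LYPLA2 enzyme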
PAD4 FP inh = human PAD4 inhibitors, primary screen, biochemical, fluorescence polarization, 1536-well format | Protein-arginine deiminase type-4 (Homo sapiens), Q9UM07 | recombinant PAD4, RCA probe fluorescence polarization | inhibition, % at 6.36 µM | 330,000 compounds, 0.41% hits | AID 485272, 2010;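 active = percent inhibition above a cutoff equal to the mean of all tested compounds plus 3 SD, cut at about 15% in these data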;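 also: 0% = PAD4 with RCA probe and DMSO and 100% = probe without PAD4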
PAFAH1B3 inh = PAFAH1B3 enzyme inhibitors, primary screen, biochemical, fluorescence polarization, human; Platelet-activating factor acetylhydrolase IB subunit alpha1 (Homo sapiens), Q15102; recombinant PAFAH1B3, FP-rhodamine probe; inhibition, % at 3.39 µM; 340,000 compounds, 0.28% hits;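 active = inhibition above the screen-wide average of all tested compounds plus 3 SD, cut at about 25% in these data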;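 also: 0% = enzyme with DMSO only and 100% = wells lacking PAFAH1B3 protein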
Target sequence (Q15102 whole entry, looked up): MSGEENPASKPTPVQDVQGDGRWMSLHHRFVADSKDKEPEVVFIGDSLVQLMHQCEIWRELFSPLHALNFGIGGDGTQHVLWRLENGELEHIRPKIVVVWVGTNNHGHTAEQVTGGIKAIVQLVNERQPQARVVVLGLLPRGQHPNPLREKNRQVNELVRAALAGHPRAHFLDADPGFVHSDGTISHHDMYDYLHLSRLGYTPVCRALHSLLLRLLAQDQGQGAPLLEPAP
PREPL inhibitor = PREPL enzyme inhibitors, primary screen, biochemical, fluorescence polarization; inhibition, % at 5.96 µM; Prolyl endopeptidase-like (Homo sapiens), Q4J6C6; recombinant PREPL, fluorescence polarization activity-based probe; 320,000 compounds, 0.68% hits; in the data active = inhibition above about 43%;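 also: 0% = enzyme with DMSO and 100% = wells lacking enzyme; many of its hits are not listed in these tables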
GSTO1 inh = inhibitors of recombinant GSTO1, primary screen, counter-screen for RBBP9 inhibitor project, biochemical, fluorescence polarization; activity-based probe fluorescence polarization; inhibition, % at 5.96 µM; 300,000 compounds, 1.1% hits; AID 1974, 2009;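 active = inhibition above the campaign mean inhibition plus 3 SD, cut at about 35% in these data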;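 also: 0% = GSTO1-1 with DMSO and 100% = wells lacking GSTO1-1 enzyme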
Target sequence (P78417 whole entry, looked up): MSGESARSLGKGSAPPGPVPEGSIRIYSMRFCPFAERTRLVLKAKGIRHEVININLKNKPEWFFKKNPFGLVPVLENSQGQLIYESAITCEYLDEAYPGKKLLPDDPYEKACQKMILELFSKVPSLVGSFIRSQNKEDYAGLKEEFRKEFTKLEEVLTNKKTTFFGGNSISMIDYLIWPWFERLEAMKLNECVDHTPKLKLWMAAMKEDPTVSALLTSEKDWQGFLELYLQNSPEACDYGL
Active calls of the source: *; x = not tested or not shown. Only part of the results is shown (hit frequency here may not be typical).

SMILES	LYPLA1 counter	PME-1 primary	PAFAH1B2 inh	pPAFAH FP inh	LYPLA2 inh	PAD4 FP inh	PAFAH1B3 inh	PREPL inhibitor	GSTO1 inh
Cc1ccc2oc(=O)cc(CN3CCN(C/C=C/c4ccccc4)CC3)c2c1	1	-1	-3	2	4	3	8	-23	1
CCCCc1ccc(-c2ccc(C)cc2O)nc1	3	-4	4	4	3	-2	11	-6	6
CCN(C(=O)COC(=O)Cc1c[nH]c2ccccc12)c1c(N)n(Cc2ccccc2)c(=O)[nH]c1=O	4	7	1	5	3	-5	9	12	5
CCOc1ccc2nc(NC(=O)CSC3=NCCS3)sc2c1	-3	-3	2	8	5	10	7	1	2
O=C(CSC1=N/C(=C/c2ccc(Cl)c(Cl)c2)C(=O)N1c1ccccc1F)NC1CC1	-2	-6	-7	0	-8	3	-2	-7	-1
CC(C)C(=O)Nc1ccc2nn(-c3ccc(F)cc3)nc2c1	-3	-3	3	-2	3	-8	-3	6	10
COc1cc(C(=O)NCc2nnc(SCC(=O)N3CCC(C)CC3)o2)cc(OC)c1OC	0	0	4	3	1	-1	3	-3	-4
Cc1noc(C)c1NC(=O)N(C)C[C@@H]1Oc2ccc(NC(=O)Cc3cn(C)c4ccccc34)cc2CC(=O)N([C@H](C)CO)C[C@@H]1C	x	x	1	0	x	6	10	19	x
O=C(NCC(c1cccnc1)N1CCN(c2ccc(F)cc2)CC1)c1ccc(F)cc1 (configuration not stated)	-2	4	-3	2	-3	4	6	-7	2
C=CCn1c(CSCc2ccccc2)nnc1SCC(=O)N1CCN(c2ccccc2)CC1	-2	2	0	19	2	-3	6	31	5
COc1ccc(C2c3ccc4ccccc4c3Oc3ncn(CCO)c(=N)c32)cc1 (configuration not stated)	1	0	3	-6	-11	-4	5	11	-11
O=C(C1CCN(C2CCN(Cc3ccsc3)CC2)CC1)N1CCOCC1	0	3	7	4	1	1	3	11	3

In a second layout: results already given.
Below each SMILES – LYPLA1 counter | PME-1 primary | PAFAH1B2 inh | pPAFAH FP inh | LYPLA2 inh | PAD4 FP inh | PAFAH1B3 inh | PREPL inhibitor | GSTO1 inh
> COc1cc(C(=O)NCc2nnc(SCC(=O)N3CCC(C)CC3)o2)cc(OC)c1OC
→ 0 | 0 | 4 | 3 | 1 | -1 | 3 | -3 | -4
> Cc1noc(C)c1NC(=O)N(C)C[C@@H]1Oc2ccc(NC(=O)Cc3cn(C)c4ccccc34)cc2CC(=O)N([C@H](C)CO)C[C@@H]1C
→ x | x | 1 | 0 | x | 6 | 10 | 19 | x
> O=C(NCC(c1cccnc1)N1CCN(c2ccc(F)cc2)CC1)c1ccc(F)cc1 (configuration not stated)
→ -2 | 4 | -3 | 2 | -3 | 4 | 6 | -7 | 2

Remaining list, next part.
SMILES	LYPLA1 counter	PME-1 primary	PAFAH1B2 inh	pPAFAH FP inh	LYPLA2 inh	PAD4 FP inh	PAFAH1B3 inh	PREPL inhibitor	GSTO1 inh
CCOC(=O)c1ccc(NC(=S)NC2CCCC2)cc1	1	1	0	-3	5	-3	-2	5	-4
CCSc1nnc(CNc2ccc(F)cc2)n1CC1CCCO1 (configuration not stated)	3	0	5	-4	1	4	8	-5	-3
O=C(NC(=S)Nc1cccc2ncccc12)c1ccco1	2	0	4	3	-1	-2	11	1	5
O=C(Nc1ccccc1Br)C1CC(=O)N(c2ccc3c(c2)OCCO3)C1 (configuration not stated)	-3	3	4	1	-5	-4	2	-3	6
CCOC(=O)C1=C(C)NC(=O)NC1C (configuration not stated)	0	2	3	0	0	4	-1	9	-8
CCN1CCN(CCNC(=O)CSCc2nc(-c3ccc(OC)c(OC)c3)oc2C)CC1	-1	-6	2	-4	4	-3	14	19	-6
CC(C)(C)OC(=O)C[C@H]1C/C=C\C[C@@H](CC(=O)N(CCO)Cc2ccccc2)C(=O)NC[C@H](c2ccccc2)OC1=O	x	x	9	1	x	2	3	11	x
CCCn1nc(C(=O)OCC(=O)c2ccccc2)c2ccccc2c1=O	-1	0	3	-4	0	1	10	0	2
O=C(COC(=O)c1cccnc1Cl)c1ccc(Cl)cc1Cl	-5	-3	-1	7	-2	-5	2	5	-5
Cc1cc(C)cc(C(=O)Nc2ccc(N3CCCC3)cc2)c1	-4	6	-3	10	-3	-4	4	12	1
Oc1ccc(Cl)cc1CNCc1ccc(F)cc1	2	-1	5	6	4	0	0	-15	5
CC(C)c1ccc(/C=N/Nc2cc(N3CCOCC3)nc(N3CCOCC3)n2)cc1	-2	10	10	0	2	0	12	21	0
COc1ccccc1-c1nn2c(=O)cc(C)nc2s1	1	9	3	3	5	8	1	-1	0
Cc1ccccc1OCC(=O)N1CCC2(CC1)CC(=O)c1ccccc1O2	1	-2	3	4	0	0	2	6	-2
COc1cc(SC)ccc1C(=O)N(C)Cc1ccccc1	-3	8	1	4	-2	-5	3	-9	-1
Cc1ccc(NC(=O)Nc2sc(=S)n(C)c2C)cc1	-2	-2	-1	0	-14	-3	1	17	0
OCCNC(=S)Nc1ccc2nsnc2c1	14	24	4	0	12	28*	5	22	85*
CN(C)c1cc2c(cc1NC(=O)c1ccccc1Cl)n(C)c(=O)n2C	3	-2	6	4	3	-2	11	7	0
COc1ccc(C(=O)C=CNNC(=O)c2ccc(Cl)cc2)cc1	-7	-5	6	-4	-6	-6	15	-28	7
COc1cccc(CN(C)C(=O)c2cccc(S(=O)(=O)N3CCN(c4ccc(F)cc4)CC3)c2)c1OC	-1	7	7	5	0	5	0	-12	-6
O=C(CN(C(=O)c1csnn1)c1ccccc1)NCc1ccc2c(c1)OCO2	1	-3	3	-1	0	3	1	14	-4
O=C(NCC1CCCO1)C1CCN(C(=O)c2ccc(Br)cc2)CC1 (configuration not stated)	-4	-4	-1	-2	3	0	-1	6	6
Cc1cc(N2CCN(S(=O)(=O)c3ccc(Br)cc3)CC2)n2ncnc2n1	-2	13	16	-4	-7	0	0	17	5
COc1ccc2nc(SCC(=O)NC(C)(C)C)[nH]c2c1	1	0	2	1	0	4	6	-3	3

Two entries from above in a different format.
structure: O=C(CN(C(=O)c1csnn1)c1ccccc1)NCc1ccc2c(c1)OCO2
- LYPLA1 counter = 1
- PME-1 primary = -3
- PAFAH1B2 inh = 3
- pPAFAH FP inh = -1
- LYPLA2 inh = 0
- PAD4 FP inh = 3
- PAFAH1B3 inh = 1
- PREPL inhibitor = 14
- GSTO1 inh = -4
structure: COc1cccc(CN(C)C(=O)c2cccc(S(=O)(=O)N3CCN(c4ccc(F)cc4)CC3)c2)c1OC
- LYPLA1 counter = -1
- PME-1 primary = 7
- PAFAH1B2 inh = 7
- pPAFAH FP inh = 5
- LYPLA2 inh = 0
- PAD4 FP inh = 5
- PAFAH1B3 inh = 0
- PREPL inhibitor = -12
- GSTO1 inh = -6

The results go on:
SMILES	LYPLA1 counter	PME-1 primary	PAFAH1B2 inh	pPAFAH FP inh	LYPLA2 inh	PAD4 FP inh	PAFAH1B3 inh	PREPL inhibitor	GSTO1 inh
Cc1ccc(S(=O)(=O)N2CCC(C(=O)NCCN3CCCCCC3)CC2)cc1	2	-4	4	2	6	-5	-6	21	7
NC(=O)/C(=C\c1cccnc1)NC(=O)c1ccccc1	4	4	4	3	5	-3	3	9	18
Fc1cc2ncn(Cc3ccccc3)c2cc1F	-4	0	5	5	-9	0	7	2	4
COC(CNC(=O)C(=O)Nc1cc2c3c(c1)CC(=O)N3CCC2)OC	4	9	0	6	2	-2	2	2	2
Cc1cc(C)cc(NC(=O)C(c2ccccc2)N2CCN(CC(=O)NC3CC3)CC2)c1 (configuration not stated)	-5	2	5	-2	1	3	3	1	x
O=C(CSc1nc(-c2ccccc2)c(-c2ccccc2)[nH]1)NCCN1C(=O)CSC1=O	-1	-5	5	5	-4	-3	8	11	-7
COc1ccc(/C=C/C(=O)Oc2ccc(/C=N/NC(=O)COc3c(C)cccc3C)cc2)cc1	3	-1	2	5	18	-2	2	4	-3
Cc1ccccc1NC(=O)c1ccc2c(c1)C(=O)N(CCC(C)C)C2=O	-1	3	4	3	13	1	6	6	2
Cc1oc(-c2cccc3ccccc23)nc1CN1CCC[C@H]1CO	1	1	4	11	-2	-1	-1	8	4
O=C(N/N=C/c1cccc2cccnc12)[C@H]1C[C@@H]1c1ccccc1	-3	-14	1	-3	-2	0	3	-20	0
Fc1ccccc1NC(=S)N1CCOCC1	-1	-9	2	1	-1	-2	4	16	7
O=C(CSc1nc2ncc(Br)cc2[nH]1)Nc1ccc2c(c1)OCO2	-1	3	4	8	-2	-3	2	6	45*
O=C(O)c1ccc(-c2nc(-c3ccccc3)cs2)cc1	-1	0	0	-3	2	1	2	-3	-8
O=C(O)C1CCN(C(=O)CSc2nc3ccccc3c(=O)n2Cc2ccccc2)CC1	3	-3	-3	6	2	-4	-3	0	-9
O=C(NCC(=O)c1ccccc1)OCc1ccc([N+](=O)[O-])cc1	1	-2	7	0	23	-1	2	15	6
Cc1nc(SCC(=O)NCc2ccccc2)c2oc3ccccc3c2n1	-2	-4	5	3	0	21*	6	6	3
O=C(CCNC(=O)c1ccc(Br)cc1)NCCCN1CCCC1=O	2	6	2	4	3	-1	7	1	x
CSc1nc(-c2ccccc2)nc(N2CCN(C)CC2)c1C(C)=O	1	4	0	10	2	-1	5	13	5
O=C(c1ccoc1)N1CCC2(CC1)Oc1ccc(F)cc1C(=O)C21CC(c2ccc(Cl)cc2)=NO1 (configuration not stated)	0	-5	0	2	-1	-4	1	1	-3
Cc1[nH]n2c(=O)cc(Cc3ccccc3)nc2c1C#N	3	-6	6	-2	-1	3	5	-2	-69
CCSc1ccc(NC(=O)c2cccnc2)cc1	5	0	2	6	5	0	3	5	5
N#C/C(=C\c1cc2c(cc1Br)OCO2)c1ccc(C(=O)O)cc1	-2	5	33*	-5	7	7	6	15	-16
COc1ccccc1NS(=O)(=O)c1cc(NC(=O)c2ccncc2)ccc1N1CCOCC1	-10	-1	3	-6	-12	-6	-1	-2	-7
CCC(=O)N(CC)c1nc(-c2ccc(OC)cc2)cs1	1	-11	2	8	4	-1	-1	11	0
C[C@@H]1O[C@@H](Oc2c(-c3cc(O)c(O)c(O)c3)oc3cc(O)cc(O)c3c2=O)[C@H](O)[C@H](O)[C@H]1O	-13	-32	5	-1	-27	0	44*	48*	54*

Molecules listed so far with two or more sulfur atoms (five):
SMILES	LYPLA1 counter	PME-1 primary	PAFAH1B2 inh	pPAFAH FP inh	LYPLA2 inh	PAD4 FP inh	PAFAH1B3 inh	PREPL inhibitor	GSTO1 inh
CCOc1ccc2nc(NC(=O)CSC3=NCCS3)sc2c1	-3	-3	2	8	5	10	7	1	2
C=CCn1c(CSCc2ccccc2)nnc1SCC(=O)N1CCN(c2ccccc2)CC1	-2	2	0	19	2	-3	6	31	5
Cc1ccc(NC(=O)Nc2sc(=S)n(C)c2C)cc1	-2	-2	-1	0	-14	-3	1	17	0
OCCNC(=S)Nc1ccc2nsnc2c1	14	24	4	0	12	28*	5	22	85*
O=C(CSc1nc(-c2ccccc2)c(-c2ccccc2)[nH]1)NCCN1C(=O)CSC1=O	-1	-5	5	5	-4	-3	8	11	-7
